High-throughput results (PubChem BioAssay)
mHTT-CaM PPI inh: inhibitors of human mutant huntingtin-calmodulin interaction; AlphaScreen His-mHTT/GST-CaM binding, luminescence; inhibition, % at 15 µM; actives 3.6% (n = 190,000);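 also: 0% = both proteins with DMSO and 100% = one protein alone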
Target sequence (P42858 whole entry, looked up, stated change not applied): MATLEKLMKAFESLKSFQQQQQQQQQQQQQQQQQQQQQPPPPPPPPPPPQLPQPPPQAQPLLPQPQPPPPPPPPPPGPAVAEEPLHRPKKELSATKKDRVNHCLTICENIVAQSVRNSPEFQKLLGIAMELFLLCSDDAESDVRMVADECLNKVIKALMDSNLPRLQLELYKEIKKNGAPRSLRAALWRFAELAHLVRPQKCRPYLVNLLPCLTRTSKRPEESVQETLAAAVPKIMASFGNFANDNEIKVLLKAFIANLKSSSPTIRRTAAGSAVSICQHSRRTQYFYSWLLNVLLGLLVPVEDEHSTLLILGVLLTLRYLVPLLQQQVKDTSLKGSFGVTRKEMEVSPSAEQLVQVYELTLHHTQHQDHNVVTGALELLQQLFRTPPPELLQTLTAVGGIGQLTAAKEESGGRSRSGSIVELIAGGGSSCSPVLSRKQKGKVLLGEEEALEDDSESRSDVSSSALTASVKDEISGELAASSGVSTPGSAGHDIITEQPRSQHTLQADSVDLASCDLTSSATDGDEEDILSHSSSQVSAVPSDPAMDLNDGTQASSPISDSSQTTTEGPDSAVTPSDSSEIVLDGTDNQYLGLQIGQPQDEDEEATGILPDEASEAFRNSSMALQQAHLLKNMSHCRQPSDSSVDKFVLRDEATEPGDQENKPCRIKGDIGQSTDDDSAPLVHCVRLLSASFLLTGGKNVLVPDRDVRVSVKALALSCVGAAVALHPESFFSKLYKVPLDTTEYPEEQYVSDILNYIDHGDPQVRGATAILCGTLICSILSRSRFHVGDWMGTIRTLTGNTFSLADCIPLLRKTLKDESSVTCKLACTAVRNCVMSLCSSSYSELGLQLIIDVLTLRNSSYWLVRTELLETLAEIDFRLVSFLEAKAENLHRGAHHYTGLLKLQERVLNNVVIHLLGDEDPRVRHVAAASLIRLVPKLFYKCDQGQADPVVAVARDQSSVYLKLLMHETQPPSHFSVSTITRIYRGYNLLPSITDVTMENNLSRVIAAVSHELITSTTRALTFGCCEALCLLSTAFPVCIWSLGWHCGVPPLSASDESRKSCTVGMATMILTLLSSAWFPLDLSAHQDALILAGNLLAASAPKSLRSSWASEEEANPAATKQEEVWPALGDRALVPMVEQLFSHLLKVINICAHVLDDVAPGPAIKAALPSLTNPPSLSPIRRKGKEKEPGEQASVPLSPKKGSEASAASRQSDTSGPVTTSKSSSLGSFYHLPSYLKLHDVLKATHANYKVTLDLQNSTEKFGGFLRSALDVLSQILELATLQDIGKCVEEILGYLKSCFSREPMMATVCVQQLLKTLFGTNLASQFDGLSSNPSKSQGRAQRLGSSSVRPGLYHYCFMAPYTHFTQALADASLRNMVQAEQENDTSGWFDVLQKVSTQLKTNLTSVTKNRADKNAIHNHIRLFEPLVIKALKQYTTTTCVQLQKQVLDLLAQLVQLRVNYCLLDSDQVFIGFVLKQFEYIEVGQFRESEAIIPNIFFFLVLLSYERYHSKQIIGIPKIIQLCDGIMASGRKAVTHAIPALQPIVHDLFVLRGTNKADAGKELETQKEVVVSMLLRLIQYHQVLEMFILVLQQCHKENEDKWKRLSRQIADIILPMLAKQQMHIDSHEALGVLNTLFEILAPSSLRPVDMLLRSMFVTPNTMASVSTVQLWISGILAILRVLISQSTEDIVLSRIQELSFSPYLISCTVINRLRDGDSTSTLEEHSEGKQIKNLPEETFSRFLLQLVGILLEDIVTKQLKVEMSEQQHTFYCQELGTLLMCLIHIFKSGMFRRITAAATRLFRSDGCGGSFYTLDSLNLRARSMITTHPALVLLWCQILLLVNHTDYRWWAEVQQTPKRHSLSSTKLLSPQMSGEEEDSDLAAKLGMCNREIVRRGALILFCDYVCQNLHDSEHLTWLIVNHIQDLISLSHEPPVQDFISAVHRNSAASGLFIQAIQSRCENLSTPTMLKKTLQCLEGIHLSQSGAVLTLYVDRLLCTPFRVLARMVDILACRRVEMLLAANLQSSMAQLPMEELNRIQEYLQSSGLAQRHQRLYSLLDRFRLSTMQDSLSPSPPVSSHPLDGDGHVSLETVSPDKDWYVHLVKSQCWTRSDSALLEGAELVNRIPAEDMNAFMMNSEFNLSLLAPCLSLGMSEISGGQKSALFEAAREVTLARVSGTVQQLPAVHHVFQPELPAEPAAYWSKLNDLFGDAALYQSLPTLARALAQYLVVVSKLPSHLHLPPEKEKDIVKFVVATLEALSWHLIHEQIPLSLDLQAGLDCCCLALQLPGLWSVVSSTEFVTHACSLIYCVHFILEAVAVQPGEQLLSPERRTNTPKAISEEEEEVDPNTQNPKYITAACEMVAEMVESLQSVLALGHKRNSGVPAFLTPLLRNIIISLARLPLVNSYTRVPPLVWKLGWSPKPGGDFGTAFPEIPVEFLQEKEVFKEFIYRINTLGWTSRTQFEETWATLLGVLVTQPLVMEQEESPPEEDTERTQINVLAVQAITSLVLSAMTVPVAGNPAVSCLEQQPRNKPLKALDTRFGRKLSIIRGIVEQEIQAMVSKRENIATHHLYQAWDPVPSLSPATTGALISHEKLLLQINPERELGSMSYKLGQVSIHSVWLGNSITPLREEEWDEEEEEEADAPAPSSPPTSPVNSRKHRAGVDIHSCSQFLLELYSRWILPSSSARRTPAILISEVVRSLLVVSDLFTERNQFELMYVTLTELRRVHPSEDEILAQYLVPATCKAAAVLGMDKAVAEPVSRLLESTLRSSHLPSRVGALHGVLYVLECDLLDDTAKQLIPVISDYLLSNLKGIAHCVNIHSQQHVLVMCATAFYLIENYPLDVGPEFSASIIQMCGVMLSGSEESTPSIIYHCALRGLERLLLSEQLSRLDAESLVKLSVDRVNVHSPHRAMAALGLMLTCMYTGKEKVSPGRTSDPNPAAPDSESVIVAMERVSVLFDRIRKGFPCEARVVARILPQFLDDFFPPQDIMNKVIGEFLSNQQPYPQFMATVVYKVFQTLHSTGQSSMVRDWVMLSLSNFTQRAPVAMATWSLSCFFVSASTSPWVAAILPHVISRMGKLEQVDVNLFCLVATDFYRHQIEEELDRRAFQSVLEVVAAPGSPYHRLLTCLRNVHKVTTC
Pf apPOL inh: Pf-apPOL DNA polymerase inhibition | Recombinant Pf-apPOL, molecular beacon fluorescence, 1.5 h | inhibition, % at 10 µM | actives 0.25% (n = 210,000)
* = called active by the depositor; · = not tested or not shown; & = joins results of further samples. Rule as the data show it: active = inhibition above about 50%; inactive = the rest.

Order of results: mHTT-CaM PPI inh	Pf apPOL inh
> COC(C(=O)Nc1cccc(F)c1)c1ccccc1 (stereo not drawn)
  -11	2
> Cc1ccccc1NC(=O)C1CCN(c2ccncc2)CC1
  -7	-1
> CN(C)CCN(Cc1ccccc1)Cc1c(F)cccc1Cl
  -4	-3
> COc1cccc(N2C=C(C#N)S(=O)(=O)c3ccc(F)cc32)c1
  -8	-1
> COc1ccc(CCNC(=O)c2ccc(S(=O)(=O)N3CCN(C)CC3)o2)cc1OC
  -11	1
> CCC(=O)N1CCc2c(c(-c3nc(C4CC4)no3)nn2C)C1
  -6	-7
> Cc1ccc(OCCCC(=O)Nc2ccc(C)cc2C)cc1
  -2	-2
> O=C1Nc2ccc3cn[nH]c3c2C1=O
  7	·
> CN(C)n1cccc1C=NC(C#N)=C(N)C#N
  ·	2
> Cc1ccccc1C(=O)NCc1cccnc1-c1ccc(F)cc1
  -12	0
> O=C(CNS(=O)(=O)c1ccc(Br)s1)NCCC1=CCCCC1
  2	-8
> O=C(CSc1nc(-c2ccccc2)cc(=O)[nH]1)N1CCCc2ccccc21
  45	-8
> O=C(Cc1c[nH]c2ccccc12)N1CCC(c2nnc(-c3ccco3)s2)CC1
  4	-8
> COc1ccc(OC)c(NC(=O)C(=O)NCc2ccco2)c1
  -1	-2&-1
> O=C(COc1ccc(Br)cc1Br)NCC1CCCO1 (stereo not drawn)
  -10	-16
> CC(=O)Nc1ccc(S(=O)(=O)Nc2nc3ccccc3s2)cc1
  -6	0
> Cc1ccc(F)cc1S(=O)(=O)N1CCC(n2c(-c3ccco3)nc3cccnc32)C1 (stereo not drawn)
  8	-6
> O=C1N=C(N2CCN(c3ccccc3[N+](=O)[O-])CC2)SC1=Cc1cccs1
  14	-5
> COCC(=O)N1CCc2c(nc(-c3ccc(F)cc3)[nH]c2=O)C1
  0	8
> COc1cc(OC)cc(C(=O)N2CCC(c3cnn(-c4ccc(C)cc4)c3)CC2)c1
  10	-3
> Cc1noc(C)c1CC(=O)NCCn1ncc2c(=O)n(Cc3ccc(F)cc3)cnc21
  -9	-7
> CCn1c(=O)c(NCc2ccccc2Cl)nc2ccncc21
  -6	-4
> CC(=O)NCC(=O)N(C)C(C(=O)Nc1ccc2c(c1)OCO2)c1ccccc1 (stereo not drawn)
  5	-2
> CC(=O)N1CCC(n2c(C)nc(C(=O)NCc3ccc(N4CCCCC4)cc3)c2C)CC1
  37	-8
> N#Cc1ccccc1NC(=O)C(=O)NCCC1=CCCCC1
  -8	-2
> CC1(O)N(c2ccc(Cl)cc2)C(=O)OC12CCCCC2 (stereo not drawn)
  -5	-6
> CCCc1nc2cccnc2n1C1CCN(C(=O)Cc2ccsc2)C1 (stereo not drawn)
  0	-7
> CC1(C)N=C(c2ccc(Cl)cc2)C(=O)N1CC(=O)Nc1ccc(F)c(F)c1
  4	-9
> Cn1c(C2CCN(C(=O)c3ccccc3F)C2)nc2ccncc21 (stereo not drawn)
  0	-8
> O=C(NCCN1CCN(C(=O)c2ccc(F)cc2)CC1)C(=O)Nc1ccc(Cl)cc1
  -2	-2
> CCN1C(=O)c2cccnc2Sc2cc(NC(=O)Cc3ccc(F)cc3)ccc21
  -2	-12
> COc1cccc(C2=N/C(=C\c3cccc([N+](=O)[O-])c3)C(=O)O2)c1
  8	1
> CCn1nnnc1SCC(=O)Nc1ccc(Br)cc1
  2	1
> COc1ccc(-c2cc(C(F)(F)F)n3nc(C(=O)Nc4ccc(OC)c(OC)c4)cc3n2)cc1
  2	-6
> Cc1c(C(=O)NCCc2ccccc2)oc2ccc(S(=O)(=O)N3CCC(C)CC3)cc12
  -7	-9
> CCOC(=O)N1CCC2(CC1)N=C(c1ccccc1)CC(c1ccccc1O)N2 (stereo not drawn)
  15	-3
> Cc1ccc(N2C(=O)CC(N3CCN(C4CCc5ccccc5C4)CC3)C2=O)cc1 (stereo not drawn)
  -3	0
> COc1ccc2[nH]cc(CCNC(=O)CN3C(=O)c4cccnc4Sc4ccccc43)c2c1
  18	-2
> N#CC1=C(N)N(c2ncn[nH]2)C2=C(C(=O)CC(c3ccccc3)C2)C1c1ccc(Cl)cc1Cl (stereo not drawn)
  37	-7
> COc1cccc(C2NC(=O)NC(C)=C2C(=O)Nc2ccccc2Cl)c1OC (stereo not drawn)
  -2	0
> COc1ccc(C(=O)Nc2cc(F)c3[nH]c(=O)ccc3c2)cc1
  -12	-2
> Cc1ccc(C(=O)NN(C)C)o1
  -3	·
> COc1ccc(C2=C/C(=C\c3ccccc3OC)C(=O)O2)cc1
  -11	4
> O=C(c1ccc(F)cc1)N1CCN(c2nnc3ccccn23)CC1
  -2	-2
> CCCNC(=S)NCCO
  ·	4

At a glance, part of the list above.
Order of results: mHTT-CaM PPI inh	Pf apPOL inh
> COc1cccc(C2NC(=O)NC(C)=C2C(=O)Nc2ccccc2Cl)c1OC (stereo not drawn)
  -2	0
> COc1ccc(C(=O)Nc2cc(F)c3[nH]c(=O)ccc3c2)cc1
  -12	-2
> Cc1ccc(C(=O)NN(C)C)o1
  -3	·
> COc1ccc(C2=C/C(=C\c3ccccc3OC)C(=O)O2)cc1
  -11	4
> O=C(c1ccc(F)cc1)N1CCN(c2nnc3ccccn23)CC1
  -2	-2
> CCCNC(=S)NCCO
  ·	4

More entries follow.
Order of results: mHTT-CaM PPI inh	Pf apPOL inh
> O=[N+]([O-])c1cccc2c1=C1C(Cl)=CC=C1C=2
  0	-6
> Cc1ccc(C2CC(c3ccccc3)=NN2C(=O)CN2CCOCC2)cc1 (stereo not drawn)
  36	-6
> COc1ccccc1NCN1C(=O)C2CCCCC2C1=O (stereo not drawn)
  5	4
> CCC(C)Oc1ccc(OCCSc2nc(C)cc(=O)[nH]2)cc1 (stereo not drawn)
  8	0
> CCOc1ccc(N2COc3cc4c(cc3C2)OCO4)cc1
  8	-14
> COc1ccc(CC(=O)N2CCC(c3noc(-c4ccccc4)n3)CC2)cc1Cl
  4	0
> CC(C)(C)CC(=O)Nc1cnc(-c2cccc(Cl)c2)nc1
  -31	0
> CC(C)c1ccc(N2C(=O)c3ccccc3NC2c2ccc3c(c2)OCO3)cc1 (stereo not drawn)
  4	2
> COc1ccccc1CNC(=O)C(=O)Nc1ccc(F)c(Cl)c1
  3	-4
> O=C(NN1C(=O)C2CC=CCC2C1=O)c1ccncc1 (stereo not drawn)
  -2	3
> O=C(NCc1ccc(F)cc1)c1cn2c(n1)COCC2
  -14	-3
> COCCCNC(=O)c1cc(Sc2ccccc2C(F)(F)F)nc2ccccc12
  -5	-14
> CCc1ccc(CN2CCC(C(=O)N3CCN(Cc4ccc5c(c4)OCO5)CC3)CC2)cc1
  16	-2
> Cc1ccc(-n2nc(C)c3sc(N4CCC(NC(=O)C5CCCC5)CC4)nc32)cc1
  2	-8
> CC1(C)CC(=O)C(C(C2=C(O)CC(C)(C)CC2=O)c2ccc(Cl)c([N+](=O)[O-])c2)C(=O)C1 (stereo not drawn)
  13	-3
> O=C(NCCc1ccccc1)N1CCC(CCOc2ccncc2)CC1
  -9	-6
> Cc1ccc(S(=O)(=O)C2(C(=O)Nc3ccc(Br)c(C)c3)CC2)cc1
  -7	3
> C=CCN=C1NC(=O)C(CC(=O)Nc2ccccc2[N+](=O)[O-])S1 (stereo not drawn)
  3	3
> Cc1occc1C(=O)Nc1ccccc1NC(=O)c1ccoc1C
  9	4
> CC(=O)Nc1cccc(OCCCNS(=O)(=O)c2cn(C)c(C)n2)c1
  ·	-11
> COc1ccccc1NS(=O)(=O)c1cccc2nsnc12
  -2&9	-4
> O=C(Nc1nnc(C2CC(=O)N(c3ccccc3)C2)o1)c1cccs1 (stereo not drawn)
  56*	-5
> Cc1cccc(NC(=O)N2CCc3c(c(COCc4cccc(F)c4)nn3C)C2)c1C
  2	-1
> O=c1oc2ccc([N+](=O)[O-])cc2nc1C=C(O)c1ccc(Cl)cc1
  19	-6
> COc1ccc(C23CC4CC(CC(C4)C2)C3)cc1C(=O)N1CCOCC1
  32	-11
> Cc1n[nH]c(C)c1S(=O)(=O)Nc1ccc(C(=O)Nc2ccc(Br)cc2F)cc1
  6	-2
> CCN1CC=C2C(C#N)=C(N)C(C#N)(C#N)C(c3ccccc3F)C2C1 (stereo not drawn)
  6	-4
> Cc1ccc(C2C(C(=O)c3cccs3)=C(O)C(=O)N2CCN(C)C)o1 (stereo not drawn)
  -7	·
> Fc1ccc(Br)cc1C1C=C(c2cccc(Br)c2)Nc2nnnn21 (stereo not drawn)
  27	2
> Cc1ccnc(N2CCC(C(=O)N3CCCC3)CC2)n1
  -8	-1

Some of the entries above, reformatted:
SMILES	mHTT-CaM PPI inh	Pf apPOL inh
O=[N+]([O-])c1cccc2c1=C1C(Cl)=CC=C1C=2	0	-6
O=C(Cc1c[nH]c2ccccc12)N1CCC(c2nnc(-c3ccco3)s2)CC1	4	-8
CC(C)c1ccc(N2C(=O)c3ccccc3NC2c2ccc3c(c2)OCO3)cc1 (stereo not drawn)	4	2
CC1(O)N(c2ccc(Cl)cc2)C(=O)OC12CCCCC2 (stereo not drawn)	-5	-6

Continued.
Order of results: mHTT-CaM PPI inh	Pf apPOL inh
> O=C(NCC1(CO)CC1)C1c2ccccc2Oc2ccccc21
  -16	3
> O=c1c2c(nc(NCCCO)n1-c1ccccc1)-c1ccccc1CC21CCCCC1
  22	3
> CSc1ccccc1NC(=O)c1oc2ccc(C)cc2c1C
  -15	-8
> C=CCn1c(=O)c(-c2nc(-c3cccc(C)c3)no2)c(O)c2ccccc21
  2	0
> COc1cccc(Oc2nc(N)[nH]c(=O)c2Br)c1
  -1	-2
> Cc1ccc(C)c(NC(NC(=O)N(C)C)C(Cl)(Cl)Cl)c1 (stereo not drawn)
  7	1
> CCOc1ccc(-c2ccc(OCCNS(=O)(=O)c3ccccc3Cl)nn2)cc1
  -4	-14
> Cc1noc(C2CN(CC(=O)Nc3cccnc3)C2)n1
  -20	-2
> Cc1ccccc1CN(CCO)Cc1ccccc1
  -15	1
> COC(=O)C1(C(=O)Nc2ccc(Cl)cc2Cl)CC1
  -14	0
> COc1cccc(C=C2Oc3c(ccc(O)c3CN3CCCC3)C2=O)c1
  13	-22
> CC(=O)N1CCN(c2nc(C(C)C)nc(C)c2Cc2ccc(C)cc2)CC1
  12	-3
> CC(=O)Nc1cccc(OCC(=O)Nc2ccc(C)cc2)c1
  4	2
> CC12CCC3(C=C1CCC1C2C(=O)CC2(C)C1CCC21OCCO1)OCCO3 (stereo not drawn)
  ·	1
> Cc1cc(=O)[nH]c(SCC(=O)Nc2ccccc2)n1
  0	0
> C[C@]12C[C@H](O)[C@H]3[C@@H](CCC4=CC(=O)CC[C@@]43C)[C@@H]1CC[C@@H]2C(=O)CO
  ·	0
> COc1ccc(Cl)cc1N1C(=O)C2CCCN2C1c1cccc(Cl)c1 (stereo not drawn)
  -3	0
> COc1ccccc1Nc1ncc2c(n1)CCN(Cc1ccc(OC)c(OC)c1OC)C2
  -5	0
> Clc1cccc(CN2CCc3nc(N4CCN(c5ncccn5)CC4)ncc3C2)c1
  100*	-6
> O=S(=O)(c1ccc(F)cc1)N1CCN(C2CCCCC2)CC1
  -1	-11
> CC(C)c1cccc(OCCN2CCNCC2)c1
  2	3
> C=CCCC(=O)NCC(C)(O)c1ccccc1 (stereo not drawn)
  2	-6
> CC1(C)OC2OC(C(=O)Oc3cccc4ccccc34)C3OC(C)(C)OC3C2O1 (stereo not drawn)
  -3	-5
> O=C(Nc1ccc2c(c1)OCCO2)C1CCN(c2cc(C(=O)N3CCCC3)ccn2)CC1
  15	2
> Nc1ccccc1SC(C[N+](=O)[O-])c1ccccc1 (stereo not drawn)
  ·	13
> COc1cccc(C2CC(c3cccc(OC)c3)n3nc(N)nc3N2)c1 (stereo not drawn)
  17	-1
> N#C/C(=C\c1ccc(S(=O)(=O)c2ccc(Cl)cc2)cc1)c1nc2ccccc2[nH]1
  2	2
> COc1ccc(C(=O)Nc2cccc(NC(C)=O)c2)cc1
  0	3
> COc1ccc(N2C(=O)CC(Sc3nccc(C)n3)C2=O)c(OC)c1 (stereo not drawn)
  -3	-11
> O=C1CCC[C@@H]2[C@H](Cc3ccccc3)[C@@H](O)C[C@@H]3CCN1[C@@H]32
  1	-9
> O=c1[nH]c2ccc([N+](=O)[O-])cc2[nH]1
  ·	5
> COc1ccc(C(=O)NCCCc2ccccc2)cc1
  -5	-1
> Cc1ccccc1-c1noc(-c2cccn(CC(=O)NCC3CCCO3)c2=O)n1 (stereo not drawn)
  -5	2
> CCOc1ccccc1C(=O)NCCc1cc2cc(C)c(C)cc2[nH]c1=O
  22	-10
> C=CCNC(=O)C1CCC(c2ccccc2)N(C(=O)C2CC2)C1 (stereo not drawn)
  -1	-1
> COc1ccc(-c2csc(Nc3cc(C)ccn3)n2)cc1
  -5&2	-2&-3
> CC(C)(C)SCCNC(=O)c1ccccc1SCc1ccccc1
  -15	0
> COC(CNC(=O)C(=O)NCC1COC2(CCCCC2)O1)OC (stereo not drawn)
  -3	3
> CN1/C(=C/C(=O)c2ccc(I)cc2)Sc2ccccc21
  0	-77
> Cc1cc(Br)c(NC(=O)CSc2cccc3cccnc23)cc1C
  24	-2

Random draw from the library; 3.6% or so of the library scored in one or more.
